Screening results as filed in PubChem.
Gli-Sufu antag = antagonists of Gli-Sufu signaling; 0.74% of 340,000 active; inhibition, % at 5 µM; Sufu-KO-LIGHT fibroblasts, Gli luciferase reporter luminescence; AID 588413;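 active = inhibition above about 55%, limit read from the data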;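 also: 0% = DMSO-treated cells and 100% = wells with medium but no cells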
UBC13 inh = blocks human UBC13 polyubiquitin chain formation. TR-FRET. inhibition, % at 20 µM. 0.47% of 330,000 active. AID 485273; in the data active = inhibition above about 45%, passing the limit was not always enough
Target sequence (P61088 whole entry, looked up): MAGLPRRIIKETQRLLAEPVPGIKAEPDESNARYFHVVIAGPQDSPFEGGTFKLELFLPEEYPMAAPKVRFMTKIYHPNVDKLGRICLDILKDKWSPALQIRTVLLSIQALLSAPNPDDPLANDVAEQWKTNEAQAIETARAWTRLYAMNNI
697 NFkB inh = inhibitors of the PMA/ionomycin-induced NF-kB reporter in 697 B cells. inhibition, % at 4 µM. 697 B-cell NF-kB luciferase reporter, 16 h. 0.33% of 330,000 active; in the data active = inhibition above about 35%
EBI2 block = blocks human EBI2 receptor beta-arrestin signaling. inhibition, % at 5 µM. EBI2 beta-arrestin recruitment, luminescence, 7a,25-OHC stimulated. P32249. 0.81% of 360,000 active; in the data active = inhibition above about 38%;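 also: enzyme fragment complementation signal reports receptor beta-arrestin coupling in cells; 0% = agonist plus DMSO wells and 100% = wells without agonist; some results beyond the cut were filed as inactive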
CCR6 antag = CCR6 (human) receptor antagonism | P51684 | CHO-K1 CCR6 PathHunter beta-arrestin, luminescence, CCL20-stimulated | inhibition, % at 20 µM | 0.49% of 340,000 active | AID 493098;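 active = compounds whose inhibition of the agonist-driven luminescence signal at 20 µM reaches about 50%, limit read from the data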;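 also: cells stimulated with CCL20 at 14 nM final; plate controls were DMSO with CCL20 for no effect and DMSO without agonist for full effect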
CXCR6 inh = blocks human CXCR6 beta-arrestin recruitment | O00574 | CHO-K1 PathHunter CXCR6 beta-arrestin, luminescence | inhibition, % at 20 µM | 0.36% of 360,000 active; in the data active = inhibition above about 34%, passing the limit was not always enough;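 also: antagonist mode with CXCL16 agonist at 10 nM final; 0% = 10 nM CXCL16 with DMSO and 100% = unstimulated wells without agonist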
Target sequence (O00574 whole entry, looked up): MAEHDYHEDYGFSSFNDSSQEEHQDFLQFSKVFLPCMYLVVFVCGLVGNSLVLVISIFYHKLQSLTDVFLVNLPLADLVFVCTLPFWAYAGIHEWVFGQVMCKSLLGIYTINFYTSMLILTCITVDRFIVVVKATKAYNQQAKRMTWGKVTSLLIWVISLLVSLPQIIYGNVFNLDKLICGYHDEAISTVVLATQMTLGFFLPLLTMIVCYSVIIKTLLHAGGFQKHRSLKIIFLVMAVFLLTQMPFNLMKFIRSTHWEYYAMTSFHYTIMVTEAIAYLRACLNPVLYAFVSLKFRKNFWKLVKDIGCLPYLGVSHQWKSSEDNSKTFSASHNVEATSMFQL
APJ antagonist = blocks the human apelin receptor APJ; AID 2521; 0.32% of 330,000 active; inhibition, % at 20 µM; P35414; CHO-K1 APJ beta-arrestin complementation, luminescence;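 active = inhibition above about 40% at 20 µM, limit read from the data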;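 also: cells challenged with 10 nM apelin-13 agonist together with compound; plate controls were apelin-13 plus DMSO wells for no effect and DMSO wells lacking apelin-13 for full effect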
Target sequence (P35414 whole entry, looked up): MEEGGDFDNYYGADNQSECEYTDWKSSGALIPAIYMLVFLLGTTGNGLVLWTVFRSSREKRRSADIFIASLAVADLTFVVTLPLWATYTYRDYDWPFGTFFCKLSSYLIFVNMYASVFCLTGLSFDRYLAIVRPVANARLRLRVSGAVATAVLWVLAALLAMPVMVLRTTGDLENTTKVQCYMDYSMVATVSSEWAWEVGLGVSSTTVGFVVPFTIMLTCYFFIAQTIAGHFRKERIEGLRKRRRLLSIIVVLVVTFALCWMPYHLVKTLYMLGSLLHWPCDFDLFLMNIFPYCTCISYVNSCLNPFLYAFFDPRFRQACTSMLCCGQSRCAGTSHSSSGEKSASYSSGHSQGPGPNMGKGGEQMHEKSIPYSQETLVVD
Jurkat NFkB inh = lowers PMA/ionomycin-induced NF-kB signal in Jurkat cells | PMA/ionomycin-induced NF-kB luciferase reporter, luminescence | inhibition, % at 4 µM | 0.53% of 330,000 active; in the data active = inhibition above about 50%
Active calls of the source: *; . = not tested or not shown.

SMILES	Gli-Sufu antag	UBC13 inh	697 NFkB inh	EBI2 block	CCR6 antag	CXCR6 inh	APJ antagonist	Jurkat NFkB inh
CC(=O)Nc1ccc(S(=O)(=O)Nc2nc3ccccc3nc2Nc2ccc(S(N)(=O)=O)cc2)cc1	2.5	-3.6	-0.8	-8.3	4.2	10.6	-6.8	-9.6
Cc1ccc2nc(NC(=O)CN(C)S(=O)(=O)c3cccc4nsnc34)sc2c1	-15.5	-5.3	-74.0	6.4	3.3	-6.4	-11.0	41.0
O=C(CSc1nc2ncccc2[nH]1)Nc1ccccc1-c1ccccc1	33.9	-0.2	18.2	4.6	19.1	-7.9	11.3	-8.3
COc1ccc(C(=O)NCc2nnc(SCC(=O)Nc3ccccc3OC)n2C)cc1	2.0	-5.0	18.1	2.3	4.7	-0.5	28.5	0.2
CC(=O)NCCOc1cccc2cccnc12	1.8	7.0	-3.6	-4.7	-3.7	-2.6	-5.2	7.5
CCn1c(=O)c(C(=O)NCc2ccccc2OC)c(O)c2ccccc21	32.2	32.8	-17.8	11.1	10.5	6.0	-4.8	-1.3
COc1ccc(NC(=O)/C(Cl)=C(/Cl)S(=O)Cc2ccccc2)cn1 (stereo not drawn)	65.7*	1.5	-131.3	78.8*	90.1*	80.8*	86.3*	95.0*
CN1C(C(=O)NCc2cccc(C(F)(F)F)c2)CC2Cn3c(nc4ccccc43)C21 (stereo not drawn)	11.0	-6.9	17.2	4.0	-1.7	4.0	5.9	5.7
CN(c1ccc(C(=O)NC2CC2)cc1)S(=O)(=O)c1ccccc1	-0.9	5.0	-27.0	1.5	-4.4	-15.3	0.2	-6.1
CCOc1cc(/C=N/NC(=O)c2ccc(O)cc2)ccc1Oc1nc(Cl)ncc1F	9.5	1.0	0.1	-4.5	11.6	0.1	5.8	17.6
CCCCNC(=O)c1ccccc1C(=O)NCCCC	5.5	6.8	3.8	-7.1	7.2	4.1	3.3	1.4
O=C(Nc1ccc(SC(F)F)cc1)c1cc(-c2ccncc2)nc2ccccc12	.	-6.8	2.4	-20.1	11.5	-1.9	-5.6	17.8
CCC(C)(C)n1nnnc1C(C(C)C)N1CCN(C)CC1 (stereo not drawn)	4.5	-8.4	16.5	-3.0	22.2	-7.2	-11.6	0.6
CC(C)N(Cc1ccccc1)C(=O)c1ccc2nsnc2c1	-4.7	2.1	25.4	-15.1	7.2	4.5	8.7	-2.4
O=c1c(Cc2ccc(Cl)cc2)c(O)ccn1Cc1cccs1	-1.7	3.3	0.5	6.3	15.9	6.9	8.4	7.5
CCC1=NN(C(=O)c2ccc(Br)cc2)C(O)(c2ccccc2)C1 (stereo not drawn)	-37.5	7.8	3.6	15.6	73.4*	48.1*	30.4	4.6
O=C1c2ccccc2NC(c2ccc(O)c(O)c2)N1c1ccccc1Cl (stereo not drawn)	-20.6	15.6	10.0	-0.4	21.0	2.1	7.6	-7.3
COc1cccc(N2C(=O)C3CCCN3C2c2ccc(Cl)cc2)c1 (stereo not drawn)	-2.7	8.0	17.1	10.4	3.7	-1.4	10.9	2.4
COc1ccc(-c2nn(-c3ccccc3)cc2/C=N/Nc2ccccn2)cc1OC	-5.2	1.5	-17.0	28.2	1.0	4.6	1.4	-13.7
CCCNC(=O)COC(=O)c1ccc(OCC(=O)Nc2ccccc2OC)c(OC)c1	4.1	7.3	20.6	-22.6	2.7	-3.6	-7.2	8.3
O=C(CSc1nnc(CCc2ccccc2)n1-c1ccc(Cl)cc1)c1ccccc1	-0.8	14.9	-3.6	13.6	31.2	8.2	12.0	6.7
O=C(COC(=O)c1n[nH]c2ccccc12)Nc1ccc(S(=O)(=O)N2CCCC2)cc1	1.1	2.9	-31.5	-1.7	21.6	3.1	-8.7	17.3
N#CC1(c2c(O)nc3n(c2=O)CCCS3)CCCCC1	3.1	-11.1	-2.2	-20.4	-11.0	-10.0	-9.3	0.5
COc1ccc(-c2nc(CS(=O)CC(=O)NCc3cccnc3)c(C)o2)cc1OC (stereo not drawn)	-0.1	-4.8	13.5	1.0	6.4	-0.6	9.2	8.2
COc1ccc(C(=O)C2CCN(CC(=O)Nc3ccccc3F)CC2)cc1	26.9	-6.4	2.8	0.9	7.5	7.1	-7.4	-1.9
O=C(Nc1ccccc1Cl)Oc1ccc(-c2ccccc2)cc1	-9.6	0.4	-10.2	-4.0	-2.7	-16.8	-4.3	-27.1
CCc1ccc(S(=O)(=O)N/N=C\c2ccc3c(c2)OCO3)cc1	-12.1	-10.7	-2.5	-0.8	3.1	6.9	20.4	-15.1
NC(=O)CC(NC(=O)c1ccc(Br)cc1)c1ccc(N2CCCCCC2)c([N+](=O)[O-])c1 (stereo not drawn)	60.9*	-10.8	-0.3	-0.9	19.4	13.4	7.0	53.8*
CCCSc1nc2cc(C)c(C)cc2n1CC(O)CO (stereo not drawn)	-0.8	5.8	-2.2	-12.7	12.9	-3.7	11.1	4.2
COc1ccc([C@@]2(O)c3c(ccc(CC=C(C)C)c3O)NC(=O)[C@@H]2OC)cc1	-5.0	4.7	11.8	-1.7	9.2	-0.2	-7.0	9.9
O=C(COc1nsnc1N1CCOCC1)Nc1ccc(Br)cc1	4.5	-0.6	0.6	-13.3	19.6	-12.6	8.5	-4.1
CC(C)(C)C1CCC(=NNC(=O)c2cc3c(s2)CCCC3)CC1 (stereo not drawn)	-0.9	-1.6	-25.4	-14.1	-11.7	-12.7	-18.7	-3.7
CCC(C)N(C)C1CCN(C(=S)Nc2ccc(OC)cc2)CC1 (stereo not drawn)	-2.0	0.8	13.5	21.0	-2.1	-7.0	3.3	3.3
COc1ccc(CC(=O)OCC(=O)NCc2ccc3c(c2)OCO3)cc1OC	-2.3	-4.8	-23.1	-0.5	9.5	1.8	6.2	-13.2
O=C(CSc1ccc2nnc(-c3ccccn3)n2n1)N1CCOCC1	4.3	9.5	7.7	4.7	4.8	2.2	21.4	-0.6
Cc1ccc(C2(c3noc(CN4CCOCC4)n3)CCCC2)cc1	3.8	-0.4	14.5	4.0	5.9	1.8	-14.9	2.7
O=C(N/N=C/c1ccco1)c1cc(-c2ccccc2)n[nH]1	-2.1	-6.8	-19.8	2.7	8.3	-1.7	-18.6	-5.0
COc1cc(OC)nc(NC(=O)CCl)n1	0.5	-15.8	-10.1	-1.5	-1.5	0.6	11.0	-2.5
O=C(O)c1[nH]c2ccc(Br)cc2c1CCN1C(=O)c2cccc([N+](=O)[O-])c2C1=O	-5.9	-4.1	15.5	-13.1	1.7	-9.8	-59.9	-11.5
Oc1ccc(-c2nnc(SCC3CCCCC3)o2)cc1	-84.5	9.9	-141.7	0.9	11.6	-1.5	-4.1	-60.8
Cc1ccc(-n2c(Cc3cccs3)nnc2SCC(=O)Nc2ccc(F)c(F)c2)cc1	-0.1	6.4	15.2	12.1	5.9	2.1	-3.5	11.4
Cc1cnc(C(=O)OCC(=O)NCc2ccc(Cl)cc2)cn1	-3.0	-1.9	12.1	-3.6	7.0	2.5	0.7	18.1
CCc1ccc(NC(=O)c2cc(-c3ccc(OC)cc3)on2)cc1	-2.2	6.4	-2.7	0.6	9.2	-1.1	12.5	-10.5
CC(C)NC[C@H](O)COc1cccc2ccccc12	-3.7	-4.3	24.6	-2.3	-1.4	7.6	19.6	15.9
CS(=O)(=O)CCC(C(=O)Nc1ccc2c(c1)OCO2)N1Cc2ccccc2C1=O (stereo not drawn)	-8.3	-10.6	1.1	12.1	7.5	3.4	2.7	-8.3
O=C(Nc1ccc(S(=O)(=O)NCC2CCCO2)cc1)C1CC(=O)N(c2ccccc2)C1 (stereo not drawn)	-2.0	-2.4	-2.5	5.5	2.7	-0.5	9.8	-0.4
Cc1cc(C(=O)Nc2cc(C(F)(F)F)ccc2N2CCOCC2)no1	4.0	-2.7	5.3	-1.9	20.3	8.5	22.0	7.6
Cc1cc(=O)n(C)c(=O)n1CCCNc1ccccc1	6.2	-10.6	-36.0	-1.2	10.3	-7.0	14.9	-26.0
CC(C)CCNC(=O)C(C)N(Cc1ccc(F)cc1)C(=O)c1ccc(CN2CCOCC2)o1 (stereo not drawn)	6.8	-12.1	0.2	-4.3	11.0	-5.6	-11.2	-8.2
O=C(CNC(=O)C1COc2ccccc2O1)N/N=C/c1cc(Br)c(O)c(Br)c1 (stereo not drawn)	25.6	-18.3	-6.1	0.5	1.5	-2.0	-13.4	-2.0
O=C(Nc1ccc(N2CCN(C(=O)c3cccs3)CC2)c(Cl)c1)c1cccnc1	-1.9	14.4	3.5	-13.1	-1.6	-3.0	5.0	1.5
CN1C2CCC1/C(=C\c1ccccc1F)C(=O)/C2=C/c1ccccc1F	9.0	15.8	-46.0	-9.4	6.5	13.4	20.7	17.9
O=C(O)c1cc2n(n1)CCN(Cc1ccccc1Cl)C2=O	-0.3	1.0	3.8	-6.4	1.9	-0.7	-10.7	0.5
O=c1c2ccccc2sn1-c1cc(S(=O)(=O)N2CCOCC2)ccc1N1CCOCC1	3.0	10.5	7.9	19.0	-4.3	23.7	5.8	0.0
COc1ccc(C2=NN(CN3C(=O)C(=O)c4ccccc43)C(c3ccc(OC)cc3)C2)cc1 (stereo not drawn)	-91.2	-22.0	-36.3	13.5	9.0	-1.8	11.0	-49.2
Cc1ccc(C)c(NC(=S)c2ccc3ccccc3n2)c1	-78.6	7.7	-105.6	8.0	7.3	6.5	-6.8	-94.7
CC(=O)Nc1ccc(Oc2nc(C)cc(C)n2)cc1	6.1	1.3	-19.4	-7.0	4.0	2.4	-0.9	-11.3
COC(=O)/C(C#N)=C\c1c(OC)[nH]c2ccccc12	8.2	-4.2	1.6	0.0	12.7	2.2	4.3	8.9
O=S(=O)(c1ccccc1C(F)(F)F)N1C=CC(C(F)(F)F)=NCC1	0.3	.	.	5.5	8.0	0.0	.	.
Cc1ncnc(N)c1CCCNc1ccccc1	1.4	.	.	2.8	-0.2	-11.8	.	.

(continued)
SMILES	Gli-Sufu antag	UBC13 inh	697 NFkB inh	EBI2 block	CCR6 antag	CXCR6 inh	APJ antagonist	Jurkat NFkB inh
Cc1cccc(NC(=O)c2cccc(S(=O)(=O)NCc3ccccc3)c2)n1	15.2	-2.0	-4.1	3.1	15.4	-4.0	-7.5	-5.6
CCCCOc1ccc(-c2cn3ccccc3n2)cc1[N+](=O)[O-]	-67.2	13.3	-119.9	2.0	-2.3	-1.4	-23.1	-111.3
N#Cc1c(CSCC(=O)O)cc(=O)n2c1[nH]c1ccccc12	2.0	-3.2	-2.4	-1.6	8.0	-2.1	6.2	0.7
O=C1NC(=Nc2ccccc2)CS1	2.7	-1.2	11.6	4.8	9.7	-1.1	1.0	-0.2
O=S(=O)(c1cc(Cl)sc1Cl)N1CCCC1	-4.0	4.0	8.3	-6.9	11.1	16.0	-5.4	11.0
CCCCc1nc(SCC(=O)Nc2cc(C)on2)n[nH]1	-6.7	3.4	-5.9	-11.1	3.2	0.1	5.6	0.7
O=C(CSc1nnc2ccccn12)Nc1ccccc1Cl	-0.1	7.1	10.8	-3.9	11.3	2.9	-7.2	2.9
O=C(NCc1cccnc1)/C(=C\c1ccc(-c2ccc(Br)cc2)o1)S(=O)(=O)c1ccccc1	4.5	-8.5	15.1	61.7*	49.3	24.9	23.9	19.6
COC(=O)c1sccc1NC(=O)Nc1ccccc1OC	8.4	8.3	-8.8	-5.6	0.4	3.4	5.5	-4.4
COCCN(C(=S)Nc1ccc(OC)c(Cl)c1)C1CCN(C(C)C)CC1	49.5	14.8	22.8	16.5	13.5	12.4	-2.5	-15.9
